# From PubChem
# Tb PYK inh = qHTS of Trypanosoma Brucei Inhibitors; pyruvate kinase (Trypanosoma brucei), Q57TT1; TbPYK enzyme, Kinase-Glo Plus ATP luminescence, 45 min; Potency, µM (doses to about 76.8 µM), for inactives: top-dose activity, negative = inhibition, usual class: inhibitors; 410,000 compounds, 0.12% hits; note: potency is the fitted concentration of half-maximal effect; nearly all actives have a fitted effect of over 50% in size
#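 TbPYK + substrate in 50 mM TEA pH 7.2, 100 mM KCl, 10 mM MgCl2, 0.05% BSA, 0.01% Tween-20; cpd pinned; ADP 130 uM final; 45 min RT; Kinase-Glo Plus 10 min; luminescence endpoint.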
# AmpC no deterg = qHTS Inhibitors of AmpC Beta-Lactamase (assay without detergent). P00811. AmpC nitrocefin hydrolysis, absorbance 480 nm, 0.0001% Triton. Potency, µM (doses to about 57.1 µM), for the others: at the top dose activity change, negative = inhibition, most hits filed as inhibitors. 330,000 compounds, 0.52% hits;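 note: potency is the fitted concentration of half-maximal effect; plate controls were no compound for no effect and no enzyme for full effect; nearly all actives have a fitted effect of over 20% in size; some results filed as inactive show a strong effect at the top dose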
# Target sequence (P00811 whole entry, looked up): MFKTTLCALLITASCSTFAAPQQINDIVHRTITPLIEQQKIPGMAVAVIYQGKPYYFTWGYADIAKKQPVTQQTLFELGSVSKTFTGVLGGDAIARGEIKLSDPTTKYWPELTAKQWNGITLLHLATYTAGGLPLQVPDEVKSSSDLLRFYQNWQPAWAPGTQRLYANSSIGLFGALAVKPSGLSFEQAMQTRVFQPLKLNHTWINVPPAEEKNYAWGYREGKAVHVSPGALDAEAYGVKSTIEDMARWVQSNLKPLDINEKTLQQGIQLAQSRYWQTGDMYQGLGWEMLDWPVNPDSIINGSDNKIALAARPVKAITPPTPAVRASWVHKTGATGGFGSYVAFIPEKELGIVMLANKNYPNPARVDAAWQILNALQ
#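 20 mM phosphate pH 7.0 + 0.01% (detergent screen) or 0.0001% Triton X-100; 5.3 nM AmpC reagent; cpd preinc 15 min RT; nitrocefin (800 uM stock) to start; A480 q20 s × 4 min; Activity was normalised to no-enzyme and no-compound control wells.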
# HCMV antiviral = qHTS Assay for inhibitors of the human cytomegalovirus (HCMV); HFF cells, HCMV-luciferase reporter, 72 h; active compounds read low; activity change, negative = inhibition, % at 57.5 µM; 410,000 compounds, 4.5% hits; in the data active = activity change below about -60%; inconclusive = no clear call, values can overlap the other calls; inactive = above about -39%
#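 Human foreskin fibroblasts infected with luciferase-reporter HCMV at MOI 1 PFU/cell, compounds at two doses. Luciferase measured 72 h post infection; normalized to buffer-only basal and Salinomycin (10uM) controls.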
# AmpC inh detg = qHTS Inhibitors of AmpC Beta-Lactamase (assay with detergent); P00811; AmpC hydrolysis of nitrocefin, absorbance 480 nm, 0.01% Triton; Potency, µM (titrated, usually from 114 µM), inactives show top-dose activity change, negative = inhibition, hits mostly inhibitors; 370,000 compounds, 0.041% hits;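 note: potency is the fitted concentration of half-maximal effect; 0% = no-compound wells and -100% = no-enzyme wells; nearly all actives have a fitted effect of over 25% in size; some results filed as inactive show a strong effect at the top dose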
#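 20 mM phosphate pH 7.0 + 0.01% (detergent screen) or 0.0001% Triton X-100; 5.3 nM AmpC reagent; cpd preinc 15 min RT; nitrocefin (800 uM stock) to start; A480 q20 s × 4 min; Activity was normalised to no-enzyme and no-compound control wells.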
# AMA1 RON2 block = qHTS for Inhibitors of AMA1-RON; Towards Development of Antimalarial Drug Lead: Primary Screen; Plasmodium falciparum AMA1 (3D7) - RON2 peptide interaction; AlphaScreen AMA1-biotinylated RON2 peptide binding; Potency, µM (highest dose often 58.2 µM), for the others: at the top dose activity change, negative = inhibition, actives largely listed as inhibitors; 360,000 compounds, 0.2% hits; AID 720542, 2013;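 note: potency is the fitted concentration of half-maximal effect; 0% = vehicle wells and -100% = peptide control; nearly all actives have a fitted effect of over 45% in size; some results filed as inactive show a strong effect at the top dose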
#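 AMA1 (3D7) with his tag at 25 nM final met compounds first, then biotinylated RON2 peptide at 25 nM; detection used donor plus acceptor beads, 10 µg/mL apiece, read by AlphaScreen after 30 min at room temperature.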
# Sm TGR inh = qHTS Assay for the Inhibitors of Schistosoma Mansoni Peroxiredoxins | purified TGR, DTNB reduction, TNB absorbance 405 nm | Potency, µM (titrated, usually from 114 µM), for the others: at the highest dose activity change, negative = inhibition, hits mostly inhibitors | AID 485364, 2010 | Schistosoma mansoni thioredoxin glutathione reductase (TGR), Q962Y6 | 360,000 compounds, 3% hits; note: potency is the fitted concentration of half-maximal effect; nearly all actives have a fitted effect of over 60% in size
#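 First, TGR (20 nM dispensed) and NADPH were mixed with compound. Second, a 15 min room-temperature incubation followed. Third, further NADPH and then DTNB were added to start the reaction. Finally, TNB absorbance was monitored kinetically.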
# LmPK inhibitor = qHTS Assay for Inhibitors of Leishmania Mexicana Pyruvate Kinase (LmPK) | Q27686 | purified LmPK, Kinase-Glo ATP luminescence, 1 h | Potency, µM (titrated, usually from 57.5 µM), for inactives: top-dose activity change, negative = inhibition, actives largely listed as inhibitors | 290,000 compounds, 0.37% hits | AID 1721, 2009; note: potency is the fitted concentration of half-maximal effect
# Target sequence (Q27686 whole entry, looked up): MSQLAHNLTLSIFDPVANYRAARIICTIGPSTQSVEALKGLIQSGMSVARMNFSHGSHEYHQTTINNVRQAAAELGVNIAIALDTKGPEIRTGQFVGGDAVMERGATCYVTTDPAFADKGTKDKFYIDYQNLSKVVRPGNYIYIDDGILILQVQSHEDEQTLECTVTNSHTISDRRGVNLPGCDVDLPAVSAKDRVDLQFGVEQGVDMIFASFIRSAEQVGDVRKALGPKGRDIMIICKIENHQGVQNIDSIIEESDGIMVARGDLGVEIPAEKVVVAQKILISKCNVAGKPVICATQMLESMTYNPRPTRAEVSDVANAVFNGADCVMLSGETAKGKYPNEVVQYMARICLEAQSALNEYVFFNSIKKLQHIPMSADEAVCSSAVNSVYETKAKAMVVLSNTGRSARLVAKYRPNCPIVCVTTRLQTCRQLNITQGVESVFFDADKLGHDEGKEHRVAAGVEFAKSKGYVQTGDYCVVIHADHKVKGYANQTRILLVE
#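 Screened at intermediate enzyme activity to detect both inhibitors and activators: LmPK at 0.1 nM, with a 0.5 nM enzyme column as activation reference. PEP 0.5 mM, ADP 0.1 mM; ATP detected by luminescence after 1 h.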
# An asterisk follows results filed as active; ? = inconclusive; . = no result given; & = joins results of further samples; [ ] = remark or other dose. Unless noted, calls come from the whole dose curve; as a rule, active = well fitted curve in the direction sought with a large enough effect; inconclusive = small, poorly fitted or top-dose-only effect, or another doubt; inactive = no such curve, though single readings can be large; an effect the other way counts as inactive or inconclusive. Unless noted, % is set by controls: 0 for no effect and ±100 for the full control effect. Random draw from the library; overall some 7.4% were active at least once.
SMILES,Tb PYK inh,AmpC no deterg,HCMV antiviral,AmpC inh detg,AMA1 RON2 block,Sm TGR inh,LmPK inhibitor
O=c1c2cnn(-c3ccccc3)c2nnn1/N=C/c1cccnc1,-8%,-8%,-9,1%,-5%,16%,-2%
Cc1cc(C)n(CCC(=O)N2c3ccccc3CC2C)n1 (centres undefined),0%,32%,-23,4%,5%,3%,1%
CCOc1ccc(OCC)c(NC(=O)C2CCN(c3ncccn3)CC2)c1,-15%,4%,39,-10%,4%,-3%,1%
COCCCn1c(=N)c(C(=O)NC2CCCC2)cc2c(=O)n3ccccc3nc21,-8%,.,?,15%,.,-3%,.
O=C(CN1C(=O)c2cccc3cccc1c23)Nc1ccc2c(c1)OCO2,0%,-34%,-14,-4%,0%,-15%,2%
NNC(=O)CN1CCCc2ccccc21,4%,-5%[11.4 µM],?,-11%,33%[activator],-13%,7%
CN(C)c1nc(Nc2ccc(Cl)c(Cl)c2)nc(N(C)C)n1,?,-29%,2,-11%,-1%,3%,-1%
CCN(Cc1ccccc1)C(=O)C1CCN(Cc2ccc(OC)c(OC)c2OC)CC1,28%,11%,25,?,-27%,-21%,-3%
C=COCCNC(=O)C(=O)NCC(C)C,-2%,.,71,.,-7%,.,.
Brc1ccccc1C1=Nn2c(nnc2-c2ccccc2)SC1,-7%,-4%,-36,-12%,-4%,-1%,8%
O=C(O)c1ccc(Nc2nc3ccccc3c3nncn23)cc1,-7%,.,21,14%,.,9%,.
OC(COc1ccc(Cl)cc1Cl)CN1CCc2ccccc2C1 (centres undefined),15%,18%,-26,-4%,0%,-3%,-7%
Clc1ccc(OCc2nnnn2-c2ccccc2)cc1,-7%,-9%,-23,-13%,8%,-1%,-1%
COc1ccc(Nc2nnc(-c3ccc(C)c(S(=O)(=O)N4CCOCC4)c3)c3ccccc23)cc1,-1%,.,-99*,9%,.,4%,.
CC(C)(C)OC(=O)C[C@@H]1C/C=C\C[C@H](CC(=O)NCCO)C(=O)NC[C@@H](c2ccccc2)OC1=O,0%,112%[activator],-18,.,6%,.,.
CCOc1cc(S(=O)(=O)N2CCCC2)ccc1Cl,3%,-5%,-36,0%,0%,3%,12%
CCC(=O)N1CCc2cc(Br)cc(S(=O)(=O)CC(=O)OC)c21,?,8%,.,0%,1%,-20%,8%
O=C(NC1CCCCC1)C(=O)c1c[nH]c2ccccc12,-1%,-20%,-22,-9%,1%,4%,-1%
CCOc1ccc(NC(=O)CN2CCN(CC(=O)Nc3ccc(C(N)=O)cc3)CC2)cc1,2%,-3%,?,-1%,0%,?,-7%
COC(=O)C1=C(c2ccc(OCc3ccccc3)cc2)C[C@@H]2CC[C@H]1N2C(=O)NCc1cccc(C(F)(F)F)c1,0%,-24%,-32,2%,-7%,-3%,.
COc1ccc(Cc2nc3ccc(C(=O)NCCc4ccc(Cl)cc4)cc3o2)cc1,-3%,.,-1,5%,.,-1%,.
CCN(Cc1ccccc1)S(=O)(=O)c1cc2c3c(c1)CCN3C(=O)CC2,-13%,15%,-28,0%,4%,-10%,.
Cc1ccc(S(=O)(=O)Nc2cccc(Cl)c2)cc1NC(=O)c1cccnc1,2%,-19%,-13,4%,0%,6%,5%
Cc1c(N=Cc2c(O)n(C)c(=O)c3ccccc23)c(=O)n(-c2ccccc2)n1C,-3%,-16%,.,-3%,5%,5%,3%
CC1(c2ccccc2)NC(=O)N(CC(=O)Nc2cccc(C#N)c2)C1=O (centres undefined),-12%,-4%,-1,-10%,-6%,0%,-1%
O=C(NNC(=O)C1CCC1)c1ccc(F)cc1,4%,.,-1,.,7%,.,.
CCCCN1C(=O)C(=O)N(CC(=O)N2CCN(c3ccccc3)CC2)C1=O,0%,-36%,-8,-15%,-5%,1%,.
Cc1ccccc1NC(=O)Cn1cnc2c(oc3nc4c(cc32)CCCC4)c1=O,0%,-19%,?,1%,-6%,-5%,0%
Cc1cc(=O)oc(C)c1C(=O)NCC(C)NC(=O)c1c(C)cc(=O)oc1C (centres undefined),-8%,-17%,-6,-7%,10%,0%,1%
OCc1nc(CO)n(Cc2ccccc2)n1,-17%,-44%,0,?,2%,-11%,0%
Cc1ccc(CNC(=O)C2CC(c3cccc(F)c3)=NO2)cc1 (centres undefined),-5%,-9%,16,5%,-2%,12%,6%
Cc1cc(C)c(-c2csc(NC(=O)c3cc([N+](=O)[O-])ccc3N3CCOCC3)n2)c(C)c1,-1%,?,15,-2%,-18%,-16%,0%
C/C(Sc1nnc(Cc2ccccc2)o1)=C(/O)c1ccccc1,1%,-31%,?,?,0%,0%,2%
CCOc1ccc(NC(=O)CN(C)C(=O)c2ccc3[nH]c4c(c3c2)CC(C)CC4)cc1OCC (centres undefined),1%,?,.,?,-26%,8%,.
COc1ccc(-n2c(N)c(C#N)c3ccc([N+](=O)[O-])cc3c2=O)cc1,-1%,-36%,8,-8%,6%,-9%,3%
Cn1c(SCc2nc3ccccc3[nH]2)nnc1-c1cccnc1,1%,-25%,25,7%,13%,-2%,0%
Nc1ccc(Nc2nc(-c3ccncc3)cs2)cc1,-5%,-11%,-99*,1%,-11%,7%,-8%
CCC(C)c1ccccc1NC(=O)COC(=O)C1=NN(c2ccccc2)C(=O)CC1 (centres undefined),3%,2%,?,.,16%,.,.
Cc1ccc(C(C(=O)NCc2ccco2)N(C(=O)CNC(=O)c2cccs2)c2c(C)cccc2C)cc1 (centres undefined),-3%,-13%,?,-7%,3%,-3%,5%
O=C1CSC2(C(=O)N(Cc3cccc(C(F)(F)F)c3)c3ccccc32)N1c1ccc(F)c(F)c1 (centres undefined),0%,.,-36,25%,.,6%,.
COc1ccc(-c2nc3sc(CCNS(=O)(=O)c4c(C)cc(C)cc4C)c(C)n3n2)cc1,6%,.,-83*,1%,.,1%,.
COc1ccccc1C(=O)N=C1SC2CS(=O)(=O)CC2N1c1ccccc1 (centres undefined),-1%,-5%,-21,-2%,11%,-7%,5%
COc1cc(CN(C)C(=O)C(=O)c2c[nH]c3ccccc23)ccc1O,-8%,.,67,.,-1%,.,.
CCOc1ccc(N/C=C/C(=O)c2ccccc2)cc1,?,-20%,12,-9%,-3%,-5%,-1%
COc1ccc(NC(=O)CSc2nc(C)cs2)cc1,-3%,-13%,-27,-2%,-5%,8%,-2%
c1coc(CNc2ncnc3sc4c(c23)CCCCC4)c1,3%,-16%,-4,-17%,-7%,?,2%
CC(C)(C)NC(=O)NC(=O)COC(=O)c1ccc2c(c1)S(=O)(=O)N=C1CCCCCN12,24%,-16%,-35,-6%,14%,-24%,-1%
Cc1ccc(CCNc2ccccc2)c[n+]1[O-],-2%,-7%,74,-12%,-2%,16%[11.4 µM],3%

# Some values from the entries so far:
# AMA1 RON2 block result of `COc1cc(CN(C)C(=O)C(=O)c2c[nH]c3ccccc23)ccc1O` → -1%
# Sm TGR inh result of `CC(C)(C)NC(=O)NC(=O)COC(=O)c1ccc2c(c1)S(=O)(=O)N=C1CCCCCN12` → -24%

# Remaining list, next part
SMILES,Tb PYK inh,AmpC no deterg,HCMV antiviral,AmpC inh detg,AMA1 RON2 block,Sm TGR inh,LmPK inhibitor
CC1(C)CC(=O)C2=C(C1)OC(N)=C([N+](=O)[O-])C2c1cccs1 (centres undefined),-3%,-33%,13,?,-6%,4%,5%
CCc1nc(NCCCCCO)c2nnn(Cc3ccccc3F)c2n1,-18%,94%[activator],-32,-1%,-3%,-23%,3%
Cc1nc2cc(O)ccc2n1C,0%,-8%,58,?,-9%,5%,0%
O=S(=O)(Nc1cc(S(=O)(=O)N2CCOCC2)ccc1NCC1CCCO1)c1ccccc1F (centres undefined),1%,-12%,-4,7%,-3%,?,.
CN(C(=O)CSc1nnc(-c2ccc(C(C)(C)C)cc2)n1C)C1CCS(=O)(=O)C1 (centres undefined),4%,-35%,-15,?,-3%,1%,.
COc1ccc(-c2c3c(=O)n(C)c(=O)n(C)c3cn2N2CCOCC2)cc1,6%,-10%,23,-1%,?,-1%,-2%
COCc1cc(=O)n2[nH]cc(-c3ccsc3)c2n1,2%,-25%,-28,0%,75%[activator],0%,-3%
Cc1ccc(NC(=O)CSc2ccccc2)cc1S(=O)(=O)N1CCCCC1,-7%,-31%,?,7%,5%,0%,.
CCOc1cc(N2CCOCC2)c(OCC)cc1NC(=O)[C@H](C)N1C(=O)C2CC=CCC2C1=O (some centres undefined),1%,-9%[11.4 µM],18,-17%,-25%,-7%,2%
COc1ccc(C2N(c3cc(Cl)ccc3OC)C(=O)C3CCCN32)cc1 (centres undefined),-2%,-7%,-4,-8%,15%,-1%,2%
CCOC(=O)c1cnc2c(Cl)cccc2c1NCCN1CCOCC1,-5%&5%,-24%,17&20,?,-4%,1%&-9%,1%
Nc1ccc(CCc2ccccn2)cc1,19%,.,-26,.,25%,.,.
NC(=S)n1[nH]c(-c2ccc([N+](=O)[O-])cc2)c(N=Nc2ccccc2[N+](=O)[O-])c1=O,-9%,-30%,-39,1%,-1%,-25%,-2%
O=C(CN1C(=O)NC(Cc2c[nH]c3ccccc23)C1=O)Nc1ccccc1C(F)(F)F (centres undefined),1%,-14%,?,.,2%,.,.
O=C1C2C(c3ccccc3)CC=CC2[C@H](c2ccoc2)N1Cc1ccccc1 (some centres undefined),1%,-22%,-9,-1%,-6%,-19%,5%
COc1ccc(-c2n[nH]c(=S)n2-c2ccc(C)cc2C)cc1,18µM*,-35%,-3,?,62%[activator],-11%,-2%
CC(C)N(c1ccccc1)c1ccc(NC(=O)COC(=O)CCN2C(=O)c3cccc([N+](=O)[O-])c3C2=O)cc1,9%,17%,?,?,0%,-9%,1%

# 3 records drawn at random from the list so far, as already listed:
SMILES,Tb PYK inh,AmpC no deterg,HCMV antiviral,AmpC inh detg,AMA1 RON2 block,Sm TGR inh,LmPK inhibitor
NC(=S)n1[nH]c(-c2ccc([N+](=O)[O-])cc2)c(N=Nc2ccccc2[N+](=O)[O-])c1=O,-9%,-30%,-39,1%,-1%,-25%,-2%
COc1ccc(-c2n[nH]c(=S)n2-c2ccc(C)cc2C)cc1,18µM*,-35%,-3,?,62%[activator],-11%,-2%
CC(C)N(c1ccccc1)c1ccc(NC(=O)COC(=O)CCN2C(=O)c3cccc([N+](=O)[O-])c3C2=O)cc1,9%,17%,?,?,0%,-9%,1%
